TROY NFkB inh: inhibitors of TROY-driven NF-kB signaling, primary screen, Q293 LMP1-TROYcd cells, NF-kB luciferase, uHTS. Q293 LMP1-TROYcd NF-kB luciferase reporter, 4 h. inhibition, % at 10 µM. 360,000 tested, 0.98% active;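 active = compounds whose plate-normalised and pattern-corrected inhibition of the luciferase reporter signal at the single screening dose is 50% or more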
COUP-TFII inh: NR2F2 transcriptional activity inhibitors, primary screen, cell-based, luciferase reporter, HEK293T, luminescence. AID 686940, 2013. 370,000 tested, 0.7% active. inhibition, % at 8.6 µM. HEK293T NGFI-A luciferase reporter;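 active = inhibition above a per-plate cutoff, mean inhibition of test wells between control levels plus 3 SD, cut at about 38% in these data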;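 also: cells cotransfected with COUP-TFII expression vector driving the NGFI-A reporter; 0% = median of COUP-TF2 test wells and 100% = reporter-only cells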
NR5A2 inv ag: LRH-1 (NR5A2) inverse agonists, primary screen, cell-based, luminescence, HEK293T, StAR-luciferase reporter; Nuclear receptor subfamily 5 group A member 2 (Homo sapiens), O00482; LRH-1 transfected, 24 h; inhibition, % at 3.6 µM; 360,000 tested, 0.13% active; AID 602396, 2012;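 active = inhibition above the mean inhibition of all tested compounds plus 3 SD, cut at about 73% in these data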;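 also: 0% = DMSO wells and 100% = reporter-only cells lacking LRH-1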
TWEAK-Fn14 inh: inhibitors of TWEAK-Fn14 signaling, primary screen, luciferase reporter cells, uHTS; inhibition, % at 10 µM; 360,000 tested, 2% active; AID 1159606, 2016; TWEAK-stimulated Fn14 reporter cells, luciferase luminescence, 8 h; in the data active = inhibition above about 50%
KKLEB tox: cytotoxicity in KKLEB CF airway cells, primary screen, cytotoxicity control for CF NF-kB inhibitor project, cell-based, uHTS, fluorescence assay plates; KKLEB CF airway cells viability, ATPlite luminescence, overnight; stronger effect = lower value; cells stimulated with P. aeruginosa culture filtrate; activity change (cytotoxicity), % at 5 µM; 360,000 tested, 0.36% active; AID 602141, 2011;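 active = corrected activity change at or below -50% at 5 µM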
Shn3 inh set2: reduction of Shn3 3'UTR firefly luciferase signal, primary screen, Schnurri-3 inhibitor project, cell-based, Clone20 osteoblasts, set 2; 360,000 tested, 0.52% active; Clone20 osteoblast Shn3 3'UTR firefly luciferase, 24 h; inhibition, % at 12.5 µM; AID 588674, 2011;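 active = mean inhibition of at least 75% with every replicate also reaching 75%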;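 also: 0% = median of neutral control wells and 100% = pilot-screen positive control compound; some compounds past the cut are filed as inactive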
LMP1 NFkB inh: EBV LMP1-driven NF-kappaB luciferase reporter inhibitors, primary screen, cell-based, luminescence, single point; inhibition, % at 12.5 µM; AID 504558, 2011; LMP1-induced NF-kappaB luciferase reporter cells; 350,000 tested, 0.69% active; in the data active = inhibition above about 41%;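 also: 0% = neutral control wells and 100% = reference inhibitor control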
NCOA1 inh: SRC1 coactivator transcriptional activity inhibitors, primary screen, cell-based, luminescence | Nuclear receptor coactivator 1 (Homo sapiens), Q15788 | HEK293 GAL4-SRC1 luciferase reporter | 360,000 tested, 0.12% active | AID 588354, 2011 | inhibition, % at 3.6 µM;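 active = inhibition above the campaign mean plus 3 SD, with each screening campaign given its own cutoff, cut at about 60% in these data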;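 also: 0% = DMSO treated cells and 100% = gossypol at 36 µM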
CF NFkB inh: inhibitors of PAF-induced NF-kB signaling, primary screen, cell-based, GFP fluorescence, uHTS; KKLEB NF-kB-GFP reporter, GFP fluorescence overnight; inhibition, % at 5 µM; 360,000 tested, 0.86% active; AID 588850, 2011;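 active = at least 50% inhibition at 5 µM, scaled per plate between neutral and stimulator controls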;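 also: PAF is a Pseudomonas aeruginosa culture filtrate used as stimulus; plate controls were PAF-stimulated DMSO wells for no effect and unstimulated DMSO wells for full effect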
TRAIL sens C8: viability loss with TRAIL in NB7+C8 cells, primary screen, TRAIL sensitizer project, cell-based, ATPlite luminescence | 360,000 tested, 1% active | AID 624354, 2012 | inhibition (viability loss, TRAIL sensitization), % at 10 µM;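 active = compounds causing at least 50% loss of cell viability in the single-dose screen, relative to plate controls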
NCOA3 inh: SRC3 coactivator transcriptional activity inhibitors, primary screen, cell-based, luminescence | HEK293 GAL4-SRC3 luciferase reporter | 360,000 tested, 0.17% active | inhibition, % at 3.6 µM | Nuclear receptor coactivator 3 (Homo sapiens), Q9Y6Q9;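 active = inhibition above a per-campaign cutoff, the mean of all compounds plus 3 SD, cut at about 60% in these data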;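 also: 0% = DMSO-treated cells and 100% = gossypol-treated cells at 36 µM; higher means less SRC3-driven luciferase light from the GAL4 reporter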
Target sequence (Q9Y6Q9 whole entry, looked up, the tested form may be a part): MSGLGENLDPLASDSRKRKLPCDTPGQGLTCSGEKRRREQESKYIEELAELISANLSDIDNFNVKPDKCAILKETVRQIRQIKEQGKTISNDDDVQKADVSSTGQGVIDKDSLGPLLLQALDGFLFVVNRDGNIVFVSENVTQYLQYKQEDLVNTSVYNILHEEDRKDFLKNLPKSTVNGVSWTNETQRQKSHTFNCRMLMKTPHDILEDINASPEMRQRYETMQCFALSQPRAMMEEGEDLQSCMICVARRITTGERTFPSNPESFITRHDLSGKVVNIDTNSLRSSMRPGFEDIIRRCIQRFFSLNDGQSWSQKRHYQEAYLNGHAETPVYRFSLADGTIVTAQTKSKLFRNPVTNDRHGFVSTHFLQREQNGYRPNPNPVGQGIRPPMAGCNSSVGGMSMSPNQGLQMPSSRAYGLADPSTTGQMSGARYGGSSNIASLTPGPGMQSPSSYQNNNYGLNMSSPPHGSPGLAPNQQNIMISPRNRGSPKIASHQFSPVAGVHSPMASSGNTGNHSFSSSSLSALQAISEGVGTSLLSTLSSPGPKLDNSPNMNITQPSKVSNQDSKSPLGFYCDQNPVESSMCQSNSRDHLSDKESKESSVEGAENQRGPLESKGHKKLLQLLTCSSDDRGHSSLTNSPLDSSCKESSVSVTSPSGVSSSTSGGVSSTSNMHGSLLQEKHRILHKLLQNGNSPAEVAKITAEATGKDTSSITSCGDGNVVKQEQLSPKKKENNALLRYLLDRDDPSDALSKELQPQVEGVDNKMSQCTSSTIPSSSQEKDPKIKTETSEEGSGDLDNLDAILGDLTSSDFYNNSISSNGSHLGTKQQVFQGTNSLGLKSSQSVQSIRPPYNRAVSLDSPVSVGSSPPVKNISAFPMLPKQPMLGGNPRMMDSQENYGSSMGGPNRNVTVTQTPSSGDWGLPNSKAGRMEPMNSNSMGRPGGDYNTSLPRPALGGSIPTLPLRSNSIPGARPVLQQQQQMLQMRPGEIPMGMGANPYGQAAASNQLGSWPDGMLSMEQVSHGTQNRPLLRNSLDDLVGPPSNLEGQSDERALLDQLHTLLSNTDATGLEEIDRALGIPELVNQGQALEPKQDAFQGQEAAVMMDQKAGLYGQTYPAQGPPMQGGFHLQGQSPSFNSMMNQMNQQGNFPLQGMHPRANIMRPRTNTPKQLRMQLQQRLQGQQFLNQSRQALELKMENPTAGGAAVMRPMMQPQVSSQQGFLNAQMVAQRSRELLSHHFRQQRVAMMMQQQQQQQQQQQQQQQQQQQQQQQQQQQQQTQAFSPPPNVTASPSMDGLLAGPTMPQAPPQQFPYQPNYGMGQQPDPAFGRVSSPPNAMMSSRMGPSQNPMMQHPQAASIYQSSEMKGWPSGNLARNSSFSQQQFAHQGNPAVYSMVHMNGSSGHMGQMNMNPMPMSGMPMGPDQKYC
Starred values were filed as active, the others as inactive; · = no result given.

mol | COUP-TFII inh | Shn3 inh set2 | NCOA1 inh | TRAIL sens C8 | CF NFkB inh | TWEAK-Fn14 inh | NCOA3 inh | TROY NFkB inh | KKLEB tox | LMP1 NFkB inh | NR5A2 inv ag
O=C1/C(=C/c2cccs2)SC(=S)N1CCC(=O)N1CCCCC1CCO (stereo unspecified) | -6 | -9 | -3 | -1 | -13 | -6 | -45 | 15 | 18 | -7 | -16
CCC(C)CNC(=O)c1cccc(OC2CCN(CC(C)(C)C)CC2)c1 (stereo unspecified) | 12 | 16 | -9 | -9 | -10 | -5 | -10 | 22 | 1 | -3 | 0
CNC(=O)COC(=O)c1ccc(Cl)c(S(N)(=O)=O)c1 | 14 | -1 | -6 | -15 | -12 | 2 | 17 | -1 | 10 | -5 | 3
CC(C)(C)NC(=O)NC(=O)COC(=O)c1c(F)cccc1Cl | -20 | -20 | -52 | 3 | -4 | -15 | -18 | -84 | 12 | -7 | -12
O=C(CSCCOc1ccccc1)NCc1ccncc1 | -2 | 17 | 6 | -3 | -3 | -14 | 24 | -9 | -3 | 3 | -3
Cc1cc2nc3n(c2cc1C)CC1CC(C(=O)NCCC(C)C)N(C)C31 (stereo unspecified) | -13 | -6 | 2 | 0 | 2 | 3 | 16 | 1 | -2 | -6 | 12
COc1ccc(N2CCN(C(=O)C(=O)c3c(C)[nH]c4ccccc34)CC2)cc1 | 15 | 0 | -5 | -12 | -3 | -23 | -1 | -6 | 8 | -2 | -13
Nc1ccn(CCCNCC(c2ccccc2)c2ccccc2)c(=O)n1 | 1 | -9 | -15 | 1 | 21 | 18 | -5 | -6 | 4 | -10 | -8
Cc1ccc2nc(SCC(=O)Nc3cc(C(C)(C)C)nn3-c3ccccc3)[nH]c2c1 | -5 | 25 | -2 | -4 | 4 | 0 | -10 | 28 | -16 | 10 | -8
COC(=O)c1ccc(CNC(=O)COC(=O)c2ccccc2-c2ccccc2)cc1 | -3 | 8 | -24 | 3 | 13 | -5 | 9 | 15 | -12 | -8 | -18
CS(=O)(=O)N(CC(=O)N1CCCC1)c1cccc(F)c1 | 6 | 7 | -28 | -11 | 12 | -13 | 5 | 8 | 2 | -5 | 5
COc1ccc(C(CNC(=O)Cn2[nH]c(=O)c3ccccc3c2=O)N2CCCC2)cc1 (stereo unspecified) | -14 | -1 | -15 | 12 | -2 | -2 | 19 | 0 | 1 | -4 | 13
CC1CCCCN1C(=O)C1CC(c2ccc(F)cc2)=NO1 (stereo unspecified) | · | -86 | -65 | -8 | 1 | -13 | -62 | -25 | 4 | -11 | -99
O=C(/C=C/c1cccs1)Nc1ccncc1 | -28 | 12 | -30 | -3 | -1 | 8 | -23 | -50 | 10 | -6 | -42
COCOc1cc(O)c(C(=O)/C=C/c2ccccc2)c(OCOC)c1 | 18 | -2 | 5 | 19 | 40 | 71* | 21 | 21 | -3 | 10 | -7
Nc1nc2n(n1)C(c1ccccc1)CC(c1ccc(F)cc1)N2 (stereo unspecified) | 0 | 2 | -2 | 1 | -3 | 10 | 9 | -7 | 9 | 6 | -19
COc1ccc(S(=O)(=O)Nc2cc3c4c(c2)CCC(=O)N4CCC3)cc1C | -4 | 30 | -2 | 10 | -32 | 2 | -9 | -3 | -8 | -1 | 3
CC(C)CNC(=O)Nc1ccccc1F | 12 | 28 | 8 | 17 | 7 | -10 | -6 | -14 | 6 | 3 | -4
O=C(NCC(=O)N(c1cccnc1)C(C(=O)NC1CCCC1)c1cccs1)c1cccs1 (stereo unspecified) | 16 | 28 | -24 | -6 | -3 | -9 | 11 | -3 | -1 | 3 | 18
COc1cc(O)c2c(=O)c3c(OC)c(O)ccc3oc2c1 | -31 | -61 | -48 | -2 | -122 | -34 | -32 | -92 | 2 | 2 | -61
O=C(N/N=C\c1c(O)ccc2ccccc12)c1ccc(O)cc1 | 11 | 91* | 20 | 21 | 9 | -2 | 20 | 1 | -12 | 35 | 7
Cc1cc(Cl)c(S(=O)(=O)N/N=C/c2ccc3c(c2)OCO3)c(Cl)c1 | -6 | -50 | -25 | 14 | 9 | -38 | -26 | -58 | -1 | -7 | -59
C=CCn1c(C)cc(C(=O)COC(=O)/C=C/c2cccc(OC)c2)c1C | -6 | -25 | -5 | -2 | -6 | 20 | 5 | 11 | 9 | -4 | -5
CSc1ccccc1OCc1cc(C(=O)N(C)Cc2c(C)n[nH]c2C)no1 | · | -5 | -15 | 4 | -15 | 1 | 5 | -7 | 2 | -4 | 12
COCCn1c(C)cc(C(=O)COC(=O)c2ccc(S(=O)(=O)N(C)C)cc2)c1C | 6 | -13 | -3 | -3 | 1 | 40 | 3 | -3 | 5 | 1 | -7
CCOC(=O)C1=C(COC(=O)CCOc2ccccc2C)NC(=O)NC1C (stereo unspecified) | -11 | -11 | -4 | 14 | 16 | -14 | 5 | -12 | 1 | -1 | -21
Cc1cc(N2CCCC(C(=O)Nc3cccc(Cl)c3)C2)n2ncnc2n1 (stereo unspecified) | -5 | 9 | 12 | -8 | 3 | 26 | 8 | 17 | -10 | 7 | 13
O=C(CSc1ccc(-c2cccnc2)nn1)Nc1ccc(F)cc1F | -4 | -18 | -12 | 10 | 8 | -8 | 6 | 12 | -6 | -1 | 0
COc1ccc2[nH]c(=O)c(CN(Cc3ccccc3)C(=S)NCC3CCCO3)cc2c1 (stereo unspecified) | -22 | 10 | -8 | -8 | -4 | -9 | 21 | 1 | 11 | 2 | 12
O=C(Nc1cccc(-c2nn[nH]n2)c1)c1ccc(Br)s1 | 8 | -19 | 1 | -16 | 16 | 25 | -8 | 8 | 5 | 8 | 6
Cc1cc(C)c[n+](-c2nc3ccccc3nc2[N-]S(=O)(=O)c2ccc(Cl)cc2)c1 | -8 | -25 | 2 | 2 | -10 | 3 | 20 | 5 | 10 | 1 | 9
O=C(NCc1ccncc1)c1ccc(Br)cc1 | 4 | 1 | 4 | 0 | -12 | 3 | 1 | -6 | -9 | -7 | 21
CC(Sc1cnc2ccccc2n1)C(=O)O (stereo unspecified) | -72 | -18 | -6 | -14 | 3 | 3 | 20 | -10 | 0 | -12 | 17
NC(=O)CSc1oc(-c2ccco2)nc1S(=O)(=O)c1ccc(F)cc1 | · | -3 | 0 | 6 | 5 | 17 | 5 | 1 | -4 | 1 | 2
NS(=O)(=O)c1ccc(NCCCn2ccnc2)c([N+](=O)[O-])c1 | 1 | -7 | -7 | -1 | -2 | 34 | 4 | -21 | -2 | -1 | 2
NC(N)=NN=C1CCC(c2ccccc2)CC1 (stereo unspecified) | 5 | -2 | 11 | -6 | 3 | 14 | 16 | -8 | -4 | -6 | 5
COC(=O)c1[nH]c2cc(OC)ccc2c1NC(=O)c1nonc1C | 11 | -9 | -12 | 9 | -5 | 22 | -3 | 13 | -5 | 7 | -11
C=C1c2cc(CC)ccc2NC(=O)N1c1ccc(C)cc1 | -6 | -21 | -33 | -2 | 14 | 2 | -6 | -15 | 15 | 0 | -15
COc1ccc(C2CC(c3ccccc3)=NN2C(=O)CN2N=NC3C(=O)N(c4cccc(F)c4)C(=O)C32)cc1 (stereo unspecified) | 4 | 3 | 9 | -1 | -1 | -13 | -18 | -36 | 1 | 0 | -8
CCCCCNC(=O)c1cc(S(=O)(=O)N2CCCCC2)ccc1F | 1 | 15 | -6 | 14 | 3 | -12 | 4 | -5 | 4 | 3 | -3
CCOc1ccc(NC(=O)CN(C)C(=O)C2CC(=O)N(c3ccc4c(c3)OCCO4)C2)cc1OCC (stereo unspecified) | 19 | -12 | -7 | -7 | -11 | 0 | -5 | -16 | -3 | 1 | 0
Cc1ccccc1OCC(=O)Nc1cccc(S(=O)(=O)NC2=NCCCCC2)c1 | 0 | -3 | 13 | 28 | 13 | -6 | 3 | 9 | -7 | 3 | -7
CN(C)CCNc1ncnc2c1ncn2[C@H]1CN(Cc2ccc(F)cc2)C[C@@H](CO)O1 | -5 | -4 | 0 | -10 | -9 | 5 | -17 | 1 | 12 | · | -15
O=C(CSC1c2ccccc2C(=O)N1c1ccccc1)N1CCOCC1 (stereo unspecified) | -25 | 16 | -19 | -4 | -4 | 3 | 2 | 1 | 4 | 4 | -4
O=C(CCS(=O)(=O)c1cccs1)Nc1ccc(C(=O)NCc2ccc(F)cc2)cc1 | -9 | -10 | -14 | 13 | 13 | 9 | 4 | -10 | -3 | 2 | 16
Nc1nnn(Cc2ccccc2)n1 | -7 | 8 | -4 | -4 | -12 | -19 | -9 | 8 | 9 | -3 | 9
COc1ccc(CCNC(=O)C2CCN(C(=O)c3ccc(Cl)cc3)CC2)cc1OC | -10 | -8 | 6 | 7 | -12 | 13 | -21 | -5 | 12 | 10 | -2
CSC1=NS(=O)(=O)c2c(C)nn(C)c2S1 | 0 | · | 11 | -17 | 10 | 7 | 18 | -19 | -3 | -13 | 8
Cc1ccc(COC(=O)c2cc(S(=O)(=O)N3CCOCC3)ccc2C)cc1 | 5 | 17 | 0 | -4 | 12 | -7 | 27 | 2 | -7 | -6 | 7
O=C(CC1SCCNC1=O)Nc1ccccc1Cl (stereo unspecified) | -7 | -9 | -19 | -6 | -2 | 8 | 5 | -23 | 1 | 4 | -4
CCCOc1ccc(C(=O)NC(=S)N2CCN(c3ncc4c(=O)c(C(=O)O)cn(CC)c4n3)CC2)cc1 | -13 | 2 | 2 | -1 | -34 | -16 | -10 | 14 | 6 | -29 | 4
NC(=O)c1ccccc1NC(=O)CSc1nc2c(c(=O)[nH]1)CCCC2 | 7 | -12 | 5 | 3 | 9 | 9 | 1 | 0 | -2 | 2 | -7
CCOC(=O)c1ccc(N=C2SC(C(=O)NCCc3ccccc3)CC(=O)N2C)cc1 (stereo unspecified) | -10 | 0 | 19 | -2 | -7 | -5 | 17 | -3 | 5 | -4 | 16
COc1ccccc1CNS(=O)(=O)c1ccc(-n2cccn2)cc1 | 3 | 22 | -11 | -4 | -4 | 8 | -4 | 11 | 18 | 15 | -14

Some of the compounds tested (hit frequency here may not be typical).
